Bioassay records: PubChem, several laboratories
3CLpro inhibitor: SARS-CoV 3CLpro protease inhibition | P0C6X7 | hit rate 0.14% among 290,000 | recombinant SARS-CoV 3CLpro, quenched FRET peptide cleavage | inhibition, % at 6 µM; in the data active means inhibition above about 12%
VHR inh abs: DUSP3 (human) phosphatase inhibition; inhibition, % at 13.3 µM; recombinant VHR phosphatase, pNPP absorbance; AID 1654; hit rate 0.52% among 290,000; P51452; in the data active means inhibition above about 50%; further: some compounds called inactive have numbers as strong as hits
Y pestis TopoI: blocks Yersinia pestis topoisomerase I activity; Y. pestis Topo-I cleavage product accumulation, plate reader; activity, % at 10 µM; hit rate 0.064% among 360,000; AID 504884; in the data active means activity above about 50%, passing the limit was not always enough; further: inactives centre near 2
BoNT-A LC inh2: BoNT A light chain protease inhibition; multiplex microsphere protease substrate cleavage, flow cytometry; AID 588499; inhibition, % at 10 µM; hit rate 0.17% among 360,000; further: plate controls were buffer without enzyme for full effect and enzyme alone for no effect
PriA SSB inh: inhibitors of Klebsiella pneumoniae PriA binding to SSB C-terminal tail. inhibition, % at 33 µM. hit rate 0.6% among 430,000. AlphaScreen SSBct-PriA binding, biotinylated peptide; in the data active means inhibition mostly above about 37%, no sharp cut-off; inactive means mostly below about 20%;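 further: plate controls were negative control peptide for no effect and reference peptide for full effect; strong numbers were not always called active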
CCHF vOTU inh: blocks the CCHF virus ovarian tumor domain protease; AID 651958; hit rate 0.55% among 370,000; CCHFV vOTU protease, Pep-AMC fluorescence; inhibition, % at 11.5 µM; in the data active means inhibition above about 30%; further: 0% = vehicle wells with enzyme and 100% = no enzyme wells
TcdB inh: inhibitors of Clostridioides difficile toxin B glycohydrolase. P18177. TcdB glycohydrolase enzymatic assay, plate reader. inhibition, % at 9.99 µM. hit rate 0.24% among 350,000. AID 652162; in the data active means inhibition above about 10%
PfHsp40 yeast: restores yeast growth despite PfHsp40 toxicity. S. cerevisiae expressing PfHsp40, growth rescue, ATP luminescence. hit rate 0.68% among 340,000. growth rescue, % at 12.5 µM; in the data active means growth rescue above about 28%, passing the limit was not always enough;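 further: yeast W303a lacking pdr1 and pdr3 grown in galactose medium; growth measured after three days at 30 °C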
Anthrax LF prot: anthrax lethal factor protease inhibition. P15917. multiplex microsphere protease cleavage assay, LF. inhibition, % at 10 µM. hit rate 0.12% among 360,000. AID 588501; further: plate controls were buffer without enzyme for full effect and enzyme alone for no effect
Vc quorum ag: inducers of Vibrio cholerae quorum light production without autoinducers; V. cholerae BH1578 lux reporter, luminescence, 6 h; activation, % at 18.7 µM; hit rate 0.16% among 350,000; AID 588436; in the data active means activation mostly above about 9.7%, no sharp cut-off; further: not every result past the cut was called active; inactives centre near 0; reference of the scale not given here
The depositor's hits bear a star; i = inactive; x = not tested or not shown; & = joins results of further samples. Unless noted, no stated cut-off is given here; in the data, active means inhibition above about 30%; inconclusive means no clear call, values can overlap the other calls; inactive means below that. These rows are one share of the data; count on the stated rates, not on these rows.

Each structure is followed by: PfHsp40 yeast | 3CLpro inhibitor | Y pestis TopoI | Anthrax LF prot | BoNT-A LC inh2 | TcdB inh | PriA SSB inh | VHR inh abs | CCHF vOTU inh | Vc quorum ag
Cc1ccc(Nc2nc(-c3cccnc3)nc3ccccc23)cc1
 : 15 | -1 | 0 | 0 | 2.3 | 2.8 | 1 | 2 | -12 | -0.6
Cc1ccc(NC(=O)c2cc(-c3cc(Cl)ccc3O)n[nH]2)cc1C
 : 0.9 | 1 | 5 | -1 | 1.1 | -4.9 | 1 | x | 22 | -1.1
Cc1cc(N2CCOCC2)nc2ccc(NC(=S)NC(C)C)cc12
 : -0.4 | 3 | 4 | -4 | 1.5 | -5.0 | -2 | x | -7 | -1.2
CN(C)CCCN(C(=O)c1ccc([N+](=O)[O-])o1)c1nc2cc3c(cc2s1)OCO3
 : -0.5 | 0 | -17 | -2 | -0.4 | -0.1 | 10&-7 | 14 | 51* | i
COc1ccc(S(=O)(=O)NCCC(=O)Nc2ccc(C)cc2)cc1
 : 0.5 | -2 | 3 | 0 | -0.4 | 0.2 | 6 | 6 | 1 | -0.5
COc1ccc(Cl)cc1NC(=O)COc1ccc2c(c1)OCO2
 : -0.7 | x | -1 | -7 | -0.1 | 1.2 | -3 | x | 7 | -2.8
CN[C@H](C)C(=O)NC[C@H]1O[C@@H](n2cnc3c(N)ncnc32)[C@H](O)[C@@H]1O
 : 0.1 | x | 4 | -5 | -0.1 | x | -17 | x | x | -0.8
O=C(O)CCC(=O)Nc1ccc(Br)cc1C(=O)c1ccccc1
 : 2.7 | 3 | -9 | -2 | -0.6 | -0.1 | -4 | -20 | -5 | -0.1
COC(=O)Cc1ccc(NC(=O)c2ccccc2Br)cc1
 : -0.5 | -2 | -5 | 0 | 0.2 | 1.1 | 6 | -3 | -8 | -0.8
CCOc1ccc(C(=O)N/N=C/c2ccccc2[N+](=O)[O-])cc1
 : -0.7 | 2 | -7 | 0 | -0.1 | x | x | 33 | 8 | -0.3
O=C(NC(=S)Nc1ccc(CN2CCCCC2)cc1)c1cccc(OCc2ccccc2)c1
 : 1.6 | -2 | -1 | -6 | -0.4 | 1.7 | 21 | 62 | 0 | i
CCOC(=O)c1c(N)n(-c2ccc(N)cc2)c2nc3ccccc3nc12
 : 2.1 | -1 | -3 | -1 | 0.3 | 2.2 | -18 | 42 | 4 | -0.3
O=S(=O)(NCc1ccncc1)c1ccccc1
 : -0.2 | -2 | -6 | -2 | -3.9 | x | -10 | 43 | -16 | -0.2
CCOC(=O)C1=C(C)N(c2ccc(OC)cc2)C(=O)/C1=C\c1cccs1
 : -1.0 | 6 | -6 | 2 | -0.4 | 0.8 | 1 | -2 | -10 | i
COc1ccc(C(=O)NC(Cc2ccccc2)c2ccc3c(c2)OCCCO3)cc1 (stereo not drawn)
 : -0.4 | 12 | -2 | 0 | 0.2 | 1.3 | -19 | 2 | -2 | -0.3
O=C(Nc1ccc(N2CCCC2)cc1)c1cccc(Cl)c1Cl
 : -1.0 | 2 | -1 | -7 | 5.8 | -2.0 | 24 | 46 | -2 | -0.4
CCCCn1c(N)c(N(Cc2ccccc2OC)C(=O)C(C)Oc2cccc(Cl)c2)c(=O)[nH]c1=O (stereo not drawn)
 : x | x | 5 | -7 | -0.2 | 1.9 | x | x | 9 | i
Cc1c(NC(=O)Nc2ccc3c(c2)OCO3)cccc1[N+](=O)[O-]
 : -0.8 | -1 | -2 | -2 | 0.0 | 0.6 | -5 | 14 | 4 | -2.2
Cc1cc(Br)ccc1NC(=O)C1C2CCC(O2)C1C(=O)O (stereo not drawn)
 : -0.1 | -2 | 8 | 5 | 1.5 | -1.6 | -2 | 26 | -13 | i
COc1ccc(S(=O)(=O)N2CCC(C(=O)N3CCN(C)CC3)CC2)cc1Cl
 : -1.5 | 1 | -3 | 15 | -1.2 | 0.4 | 0 | 25 | 3 | 0.6
CN(c1ccccc1C(=O)O)S(C)(=O)=O
 : 0.9 | 2 | 1 | -3 | 3.7 | x | -1 | 4 | -5 | 2.0
O=C(c1cccs1)N1CCCC1
 : 0.2 | 1 | 6 | 4 | -0.2 | x | 4 | 31 | 3 | -2.0
CC1(C)Cc2c(sc3c2c(=N)n(Cc2ccco2)c(=O)n3CC(=O)Nc2ccc(Cl)cc2)CO1
 : -0.7 | x | 1 | -1 | 0.2 | x | 9 | 20 | 7 | 1.3
O=C1[C@H]2[C@H](ON3CCCC[C@H]23)C(=O)N1c1cccc(C(F)(F)F)c1
 : 6.8 | -1 | 0 | 4 | -0.9 | -2.2 | 6 | 33 | -18 | 1.0
CC(C)(C)C(=O)Nc1c(Br)c(C2CC2)nn1-c1ccccc1
 : x | -1 | 4 | -13 | -3.7 | 0.3 | -8 | -23 | -10 | 0.4
CC12CCC3c4ccc(O)cc4CCC3C1CC(=NO)C2O (stereo not drawn)
 : -1.5 | x | -2 | -7 | 0.6 | 0.2 | -12 | x | 10 | x
Cc1cc(C)n(-c2ccc(F)cc2CN2CCN(C3CCCC3)C(CCO)C2)n1 (stereo not drawn)
 : -0.2 | 2 | 3 | 0 | -1.9 | 0.0 | 8 | 7 | -10 | 2.3
O=C(Nc1cc(SCC(O)CO)cc([N+](=O)[O-])c1)c1ccc(-n2cnnn2)cc1 (stereo not drawn)
 : 1.0 | -4 | -12 | 2 | 1.4 | 0.3 | -23 | 43 | -4 | -0.2
CC1CCCN(C(=O)CN2C(=O)c3ccccc3S2(=O)=O)C1 (stereo not drawn)
 : -2.3 | x | -7 | 0 | 1.3 | 0.9 | -17 | x | 13 | i
CCSc1nc2c(cnn2-c2ccccc2)c(=O)n1N
 : -1.4 | -4 | 1 | 8 | 0.0 | -0.3 | -4 | 10 | -16 | 2.6

Brought forward from above: 2 entries, followed by the next part.
Each structure is followed by: PfHsp40 yeast | 3CLpro inhibitor | Y pestis TopoI | Anthrax LF prot | BoNT-A LC inh2 | TcdB inh | PriA SSB inh | VHR inh abs | CCHF vOTU inh | Vc quorum ag
CC1CCCN(C(=O)CN2C(=O)c3ccccc3S2(=O)=O)C1 (stereo not drawn)
 : -2.3 | x | -7 | 0 | 1.3 | 0.9 | -17 | x | 13 | i
CCSc1nc2c(cnn2-c2ccccc2)c(=O)n1N
 : -1.4 | -4 | 1 | 8 | 0.0 | -0.3 | -4 | 10 | -16 | 2.6
COc1ccc(Cn2nnnc2C(c2cc3ccc(OC)cc3[nH]c2=O)N2CCC(C)CC2)cc1 (stereo not drawn)
 : -0.5 | 6 | 3 | 5 | -2.5 | x | -13 | 11 | 1 | -5.3
Cn1cc(CN2CCC(n3nccc3NC(=O)CCc3ccccc3)CC2)cn1
 : -0.1 | -3 | 4 | -5 | 4.5 | 0.0 | -11 | 23 | -10 | -0.7
CN(CC(=O)Nc1cccc(F)c1)C(=O)Cn1c(=O)cnc2ccccc21
 : 0.0 | x | -3 | 4 | 4.0 | -0.2 | -3 | x | 0 | i
COCCNC(=O)c1ccc(C2SCC(=O)N2CCc2ccccc2)cc1 (stereo not drawn)
 : -1.2 | 7 | -2 | -10 | 3.0 | -1.1 | -14 | 27 | -1 | -0.3
CCn1c2ccccc2c2cc(NS(=O)(=O)c3ccc(C)cc3)ccc21
 : 7.5 | 3 | 3 | 3 | 0.5 | x | -4 | 37 | 10 | i
Cc1ccc2nc3c(cc2c1)c(NC(=O)C1CCCO1)nn3CC(C)C (stereo not drawn)
 : 0.2 | 1 | -5 | -10 | -1.4 | x | -34 | 31 | -1 | x
COc1ccc(-c2ccc(SCC(=O)Nc3nnc(C)s3)nn2)cc1
 : -1.0 | 3 | -2 | -1 | -0.5 | 0.5 | -17 | -3 | 2 | -0.2
Cc1cc(C(C)(C)C)ccc1OCCN1CCCC1
 : 0.0 | -3 | -1 | -1 | 0.0 | x | -6 | 8 | 6 | i
Cc1ccccc1Oc1nc2ccccc2n2cnnc12
 : -0.1 | 3 | 1 | -4 | -0.3 | 1.6 | -4 | 0 | 2 | -0.4
COc1ccc(CC(=O)NCc2n[nH]c(=S)n2-c2cccc(Cl)c2)cc1
 : -0.6 | 0 | -1 | -4 | -0.8 | 1.8 | -13 | 19 | 4 | 0.4
CC1C/C=C/C=C/C=C/C=C/C(O[C@@H]2O[C@H](C)[C@@H](O)[C@H](N)[C@@H]2O)CC2OC(O)(CC(O)CC3OC3/C=C/C(=O)O1)CC(O)C2C(=O)O (stereo partly drawn)
 : x | -3 | x | x | x | 0.9 | x | -38 | 12 | x
Cc1ccc(CCN2CC(C(=O)NCCCN3CCCCC3)CC2=O)cc1 (stereo not drawn)
 : 0.5 | -1 | 3 | 2 | 1.5 | 0.4 | 4 | 18 | 7 | i
COc1ccc(-c2nc3ccccc3o2)cc1NC(=O)CSc1ccc(Cl)cc1
 : -0.2 | 1 | -14 | -2 | -0.8 | 0.9 | -14 | 9 | -4 | i
O=C(Nc1ccc(CN2CCOCC2)cc1)c1ccc(-c2cccc(Cl)c2)o1
 : 1.0 | 2 | 21 | -1 | 0.2 | x | 10 | 13 | 16 | 3.0
CCCCCC(=O)NCC(C)NC(=O)CCCCC (stereo not drawn)
 : -0.1 | -2 | -2 | 0 | -1.8 | x | -4 | -2 | 3 | -1.1
O=C(NCCN1CCOCC1)c1ccc(-c2ccccc2)cc1
 : 0.1 | 6 | 0 | -1 | 6.7 | 0.2 | -11 | 12 | x | i
CC1=C(C(=O)N2CCOCC2)CC(CC(=O)NC2CC2)C(=O)N1Cc1ccc(C(C)(C)C)cc1 (stereo not drawn)
 : x | x | -3 | -8 | -0.1 | 0.9 | x | x | 13 | -0.4

Looked up by structure from the entries so far, six records:
Each structure is followed by: PfHsp40 yeast | 3CLpro inhibitor | Y pestis TopoI | Anthrax LF prot | BoNT-A LC inh2 | TcdB inh | PriA SSB inh | VHR inh abs | CCHF vOTU inh | Vc quorum ag
COc1ccc(Cn2nnnc2C(c2cc3ccc(OC)cc3[nH]c2=O)N2CCC(C)CC2)cc1 (stereo not drawn)
 : -0.5 | 6 | 3 | 5 | -2.5 | x | -13 | 11 | 1 | -5.3
CC1=C(C(=O)N2CCOCC2)CC(CC(=O)NC2CC2)C(=O)N1Cc1ccc(C(C)(C)C)cc1 (stereo not drawn)
 : x | x | -3 | -8 | -0.1 | 0.9 | x | x | 13 | -0.4
Cn1cc(CN2CCC(n3nccc3NC(=O)CCc3ccccc3)CC2)cn1
 : -0.1 | -3 | 4 | -5 | 4.5 | 0.0 | -11 | 23 | -10 | -0.7
CN(CC(=O)Nc1cccc(F)c1)C(=O)Cn1c(=O)cnc2ccccc21
 : 0.0 | x | -3 | 4 | 4.0 | -0.2 | -3 | x | 0 | i
COc1ccc(-c2nc3ccccc3o2)cc1NC(=O)CSc1ccc(Cl)cc1
 : -0.2 | 1 | -14 | -2 | -0.8 | 0.9 | -14 | 9 | -4 | i
COc1ccc(CC(=O)NCc2n[nH]c(=S)n2-c2cccc(Cl)c2)cc1
 : -0.6 | 0 | -1 | -4 | -0.8 | 1.8 | -13 | 19 | 4 | 0.4
